Screening results as filed in PubChem BioAssay.
SRC2 inh: human SRC2 (NCOA2) inhibition. AID 651957. HEK293 GAL4-SRC2 luciferase reporter, luminescence. 370,000 tested, 0.17% active. inhibition, % at 9 µM;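 active = inhibition above the mean inhibition of all tested compounds plus 3 SD, set per campaign, cut at about 52% in these data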;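 note: 0% = DMSO treated cells and 100% = cells given Gossypol at 36 µM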
Target sequence (Q15596 whole entry, looked up, the tested form may be a part): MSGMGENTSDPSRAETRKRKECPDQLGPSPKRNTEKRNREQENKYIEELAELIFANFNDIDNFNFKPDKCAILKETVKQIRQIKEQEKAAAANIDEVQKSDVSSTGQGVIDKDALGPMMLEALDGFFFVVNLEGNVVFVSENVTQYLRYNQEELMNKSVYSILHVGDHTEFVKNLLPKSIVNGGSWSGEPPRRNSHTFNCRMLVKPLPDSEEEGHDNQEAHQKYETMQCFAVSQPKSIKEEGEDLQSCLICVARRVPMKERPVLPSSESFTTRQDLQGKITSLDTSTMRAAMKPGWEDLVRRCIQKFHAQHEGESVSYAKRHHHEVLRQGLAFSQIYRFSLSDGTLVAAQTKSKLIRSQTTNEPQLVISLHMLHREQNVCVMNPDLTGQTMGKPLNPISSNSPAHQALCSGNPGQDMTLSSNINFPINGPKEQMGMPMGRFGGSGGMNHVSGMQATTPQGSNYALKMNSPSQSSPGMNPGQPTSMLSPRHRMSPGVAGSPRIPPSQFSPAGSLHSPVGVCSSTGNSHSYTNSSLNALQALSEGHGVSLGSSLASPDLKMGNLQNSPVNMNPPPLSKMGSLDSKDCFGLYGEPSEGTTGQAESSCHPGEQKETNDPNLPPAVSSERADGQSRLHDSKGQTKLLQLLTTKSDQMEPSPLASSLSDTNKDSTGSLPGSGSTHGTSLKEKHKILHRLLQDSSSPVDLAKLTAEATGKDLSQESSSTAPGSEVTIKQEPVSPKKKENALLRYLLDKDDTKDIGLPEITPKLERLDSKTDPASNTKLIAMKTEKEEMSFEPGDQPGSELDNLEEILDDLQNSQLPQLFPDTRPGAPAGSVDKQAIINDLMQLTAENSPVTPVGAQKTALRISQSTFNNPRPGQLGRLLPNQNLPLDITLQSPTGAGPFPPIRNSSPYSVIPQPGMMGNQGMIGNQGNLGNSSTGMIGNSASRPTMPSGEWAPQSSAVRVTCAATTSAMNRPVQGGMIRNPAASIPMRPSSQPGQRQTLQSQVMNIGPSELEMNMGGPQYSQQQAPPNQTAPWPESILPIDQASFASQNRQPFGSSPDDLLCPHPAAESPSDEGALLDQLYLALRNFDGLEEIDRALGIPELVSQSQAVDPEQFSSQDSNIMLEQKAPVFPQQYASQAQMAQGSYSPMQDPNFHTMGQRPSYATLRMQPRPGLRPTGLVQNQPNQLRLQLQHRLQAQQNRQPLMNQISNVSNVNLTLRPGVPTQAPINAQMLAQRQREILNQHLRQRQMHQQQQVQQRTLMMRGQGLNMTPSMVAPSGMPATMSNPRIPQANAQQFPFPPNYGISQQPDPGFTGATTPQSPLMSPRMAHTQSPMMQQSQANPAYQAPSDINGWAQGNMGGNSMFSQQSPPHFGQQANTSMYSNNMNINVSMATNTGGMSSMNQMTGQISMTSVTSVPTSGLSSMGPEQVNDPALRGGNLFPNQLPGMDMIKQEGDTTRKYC
NR2F2 inh: blocks human COUP-TFII nuclear receptor | P24468 | HEK293T NGFI-A luciferase reporter, luminescence | inhibition, % at 8.6 µM | 370,000 tested, 0.7% active;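 active = inhibition above a per-plate cutoff, mean inhibition of test wells between control levels plus 3 SD, cut at about 38% in these data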;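 note: cells cotransfected with COUP-TFII expression vector driving the NGFI-A reporter; 0% = median of COUP-TF2 test wells and 100% = reporter-only cells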
* hit, by the source's call.

Screening CC(COc1ccc(CC#N)cc1)CN1CCC(C(O)(c2ccccc2)c2ccccc2)CC1 (stereo not drawn) returned SRC2 inh 27.5 and NR2F2 inh -7.2.
For O=C(C1=C[C@H](c2csc3ccccc23)C[C@H](OCc2ccc(CO)cc2)O1)N1CCCCCCC1 the results were SRC2 inh -23.4 and NR2F2 inh -7.0.
CCCC(=O)OC12CCCN(C1)/C(=C/c1ccc(Cl)cc1)C2 (stereo not drawn) was read as SRC2 inh -11.0 and NR2F2 inh 16.9.
C#CCOCCOCCOCCNc1nc(N2CCN(C(=O)[C@H](CCC(=O)O)n3cc(C(N)CO)nn3)CC2)nc(N2CCN(C(=O)[C@H](Cc3ccc(O)cc3)n3cc(C(N)[C@H](C)CC)nn3)CC2)n1 (stereo partly drawn) was read as SRC2 inh 7.2 and NR2F2 inh 10.4.
Screening COCCCN1C(=O)[C@H](CC(=O)NCc2cccc3ccccc23)[C@]2(C(=O)OC)CCCCC=C12 returned SRC2 inh 11.4 and NR2F2 inh 3.0.
For C[C@H]1[C@H](c2ccccc2)Oc2cccc(NCCc3ccccc3)c2S(=O)(=O)N1Cc1cccc(Cl)c1 the results were SRC2 inh -1.9 and NR2F2 inh 1.2.
`CCCNC(=O)Nc1ccc2c(c1)C(=O)N(C)[C@H]1CC[C@@H](CC(=O)OC)O[C@H]1CO2` gave SRC2 inh 3.7 and NR2F2 inh 6.7.
For O=C(Nc1ccc2[nH]ccc2c1)c1cc(-c2ccc(Cl)cc2)nc2ccccc12 the results were SRC2 inh -39.8 and NR2F2 inh -14.5.
For CC(=O)N1CCc2cc(S(=O)(=O)NCCC(=O)N3CCCC3)ccc21 the results were SRC2 inh -0.3 and NR2F2 inh -0.3.
`Cc1cc2ncn(-c3ncnc4sc5c(c34)CCCC5)c2cc1C` gave SRC2 inh -30.1 and NR2F2 inh -2.6.
Screening COc1ccc2ccccc2c1C=NNC(=O)CN1CCN(Cc2ccccc2)CC1 returned SRC2 inh 7.5 and NR2F2 inh -1.5.
For O=C(NC1CCCCN(Cc2cccc(Cl)c2)C1=O)c1ccc(COc2ccccc2)cc1 (stereo not drawn) the results were SRC2 inh 18.5 and NR2F2 inh 48.3*.
For CCCN1CCCCC(NC(=O)OC(C)(C)C)C1=O (stereo not drawn) the results were SRC2 inh 16.2 and NR2F2 inh 3.7.
Screening CC(C)CNC(=O)OCc1cn(Cc2cccc(F)c2F)nn1 returned SRC2 inh 4.5 and NR2F2 inh 3.1.
Screening CCOC(=O)c1cccc(NC(=O)CN(C)S(=O)(=O)c2ccc(F)cc2)c1 returned SRC2 inh -13.0 and NR2F2 inh 13.8.
`C[C@@H]1ON(C)[C@H]2C[C@H]3c4cc(N5CCOCC5)ccc4CCN3C[C@@H]12` gave SRC2 inh -33.6 and NR2F2 inh -2.6.
For COc1cccc2c1[C@H](/C=C/c1ccccc1)[C@@H]([C@H](O)COC(C)=O)OC2 the results were SRC2 inh 22.0 and NR2F2 inh -1.9.
COC(=O)C1CN(CCc2ccccc2)CCS(=O)(=O)N1Cc1ccc(C)cc1 (stereo not drawn) was read as SRC2 inh 7.2 and NR2F2 inh 9.4.
Screening O=C1/C(=C/c2cccnc2)CCC/C1=C\c1cccnc1 returned SRC2 inh 73.7* and NR2F2 inh 90.7*.
`C=CCN1C(=O)[C@@H](CC(=O)NCCCOCCCC)[C@]2(C(=O)OC)CCCCC=C12` gave SRC2 inh -8.4 and NR2F2 inh -17.7.
For O=C(COC(=O)c1ccc(O)cc1)Nc1cc(S(=O)(=O)N2CCOCC2)ccc1N1CCOCC1 the results were SRC2 inh -32.5 and NR2F2 inh 1.5.
`COc1cccc(-c2nnc(SCC(=O)Nc3cccc4ccccc34)n2Cc2ccco2)c1` gave SRC2 inh 16.3 and NR2F2 inh 17.9.
`O=C(C1CCN(S(=O)(=O)c2ccc3[nH]c(=O)oc3c2)CC1)N1CCCC1` gave SRC2 inh 14.9 and NR2F2 inh 6.6.
COc1ccc(-c2nnc(SCC(=O)Nc3ccc4cn[nH]c4c3)n2Cc2ccco2)cc1 was read as SRC2 inh -3.0 and NR2F2 inh 4.8.
Screening N=C1N(C(=O)OCc2ccccc2)/C(=C\C2=CCCCC2)C(Cc2ccccc2)N1Cc1ccccc1 (stereo not drawn) returned SRC2 inh -0.7 and NR2F2 inh 1.9.
`CCCCN1CCCOc2cc(Br)ccc2S1(=O)=O` gave SRC2 inh -0.9 and NR2F2 inh 5.2.
For Cc1ccc(S(=O)(=O)NC(CCCNC(=O)OCc2ccccc2)C(=O)O)cc1 (stereo not drawn) the results were SRC2 inh 12.8 and NR2F2 inh -6.2.
For C[C@@H]1ON(C)[C@H]2C[C@H]3c4[nH]c5c(-c6ccccc6)cccc5c4CCN3C(=O)[C@@H]12 the results were SRC2 inh -3.1 and NR2F2 inh -8.0.
For COC(=O)[C@]12C[C@H](CC(=O)NCc3ccc(C)o3)C(=O)N(Cc3ccccc3)C1=C[C@H](C(C)C)O[C@@H]2C1CC1 the results were SRC2 inh 5.7 and NR2F2 inh -5.0.
CN1CCN(C2Cc3ccccc3Sc3cc(C(F)(F)F)ccc32)CC1 (stereo not drawn) was read as SRC2 inh -13.8 and NR2F2 inh -13.1.
Screening Cc1c(C2(O)CCCCC2)[nH]c2ccccc12 returned SRC2 inh 2.7 and NR2F2 inh 2.7.
`Cc1ccccc1CS(=O)(=O)Cc1ccc(C(=O)Nc2ccccc2C)o1` gave SRC2 inh -27.3 and NR2F2 inh 9.1.
Screening CCc1cc2c(nc1CC)CCCN2S(=O)(=O)c1ccccc1C returned SRC2 inh -8.6 and NR2F2 inh 13.5.
Screening O=C(OCc1cn(Cc2c(F)cccc2F)nn1)N1CCCC1 returned SRC2 inh 11.6 and NR2F2 inh -7.3.
`COC(=O)[C@]12C[C@H](CC(=O)N3CCCC3)C(=O)N(Cc3ccc(Cl)cc3Cl)C1=C[C@H](COCc1ccccc1)O[C@@H]2C` gave SRC2 inh 19.8 and NR2F2 inh -9.5.
COc1ccc(-c2cc(-c3nnc(SCC(=O)NC4CCCCC4)n3N)[nH]n2)cc1 was read as SRC2 inh -52.5 and NR2F2 inh -9.3.
`COC(=O)[C@H](CC(C)C)N(CCCc1cn(Cc2ccccc2)nn1)S(=O)(=O)c1ccc(F)cc1Br` gave SRC2 inh -3.5 and NR2F2 inh -3.0.
Screening C[C@@H]1C=CCCO[C@]12C(=O)N(Cc1ccc(F)cc1)c1ccccc12 returned SRC2 inh 13.8 and NR2F2 inh 4.2.
`CCS(=O)(=O)Nc1ccc2c(c1)C(=O)N(C)[C@@H]1CC[C@H](CC(=O)N[C@@H]3CCN(Cc4ccccc4)C3)O[C@H]1CO2` gave SRC2 inh 16.7 and NR2F2 inh -13.4.
`CC1CCN(S(=O)(=O)c2ccc3nc(N4CCN(c5ccccc5)CC4)ccc3c2)CC1` gave SRC2 inh 8.3 and NR2F2 inh 15.1.
For C=CS(=O)(=O)N(Cc1ccc(C)cc1)[C@@H](CO)C(=O)OC the results were SRC2 inh 43.1 and NR2F2 inh -9.6.
For O=C(CCCCCN1C(=O)C2C3C=CC(C3)C2C1=O)Nc1cc(F)cc(F)c1 (stereo not drawn) the results were SRC2 inh 4.9 and NR2F2 inh 30.6.
`COC(=O)[C@H](C(C)C)N(CCc1cn(Cc2ccc(C)cc2)nn1)S(=O)(=O)c1ccccc1Br` gave SRC2 inh -4.9 and NR2F2 inh -11.8.
For Cc1[nH]c2ccccc2c1C(=O)c1c(N)[nH]c(C(=O)c2ccc(Br)cc2)c1-c1ccc(Br)cc1 the results were SRC2 inh -9.8 and NR2F2 inh -2.5.
For O=C(NCCc1ccccn1)c1ccc2c(c1)ncn2C1CCCCC1 the results were SRC2 inh -31.4 and NR2F2 inh -26.6.
`CN(C)C=Nc1nc2c(Br)ccc(Br)c2cc1C(=O)NCC(C)(C)C` gave SRC2 inh 3.0 and NR2F2 inh 4.6.
Screening O=C(OCc1cn(Cc2ccccc2Cl)nn1)N1CCOCC1 returned SRC2 inh -1.4 and NR2F2 inh -17.9.
Screening COC(=O)CSc1nnc(-c2ccc(NS(=O)(=O)c3c(C(C)C)cc(C(C)C)cc3C(C)C)cc2)o1 returned SRC2 inh -47.9 and NR2F2 inh 3.9.
Screening COC(=O)[C@]12C[C@H](CC(=O)NCCc3ccccc3OC)C(=O)N(Cc3ccc4c(c3)OCO4)C1=C[C@H](C(C)C)O[C@@H]2C1CC1 returned SRC2 inh 13.3 and NR2F2 inh 0.3.
For CCCC/C=C1/[C@H](c2ccc(Cl)cc2)N(Cc2ccc3c(c2)OCO3)C2=N[C@H](c3ccccc3)CC(=O)N21 the results were SRC2 inh 22.7 and NR2F2 inh 1.6.
Screening CC(=O)N1CCN(C(=O)c2ccc(CNC(=O)c3cccc(Br)c3)cc2)CC1 returned SRC2 inh 0.7 and NR2F2 inh -5.0.
For Cc1cc(C)cc(OC[C@@H](O)CN2CCC(C(O)(c3ccccc3)c3ccccc3)CC2)c1 the results were SRC2 inh -0.8 and NR2F2 inh -10.0.
For Cn1cccc1C(=O)N1CCN(S(=O)(=O)c2cccs2)CC1 the results were SRC2 inh -21.0 and NR2F2 inh 6.5.
For O=C(CN1CCN(c2nc(-c3ccccc3)cs2)CC1)Nc1ccc(Cl)c(Cl)c1 the results were SRC2 inh 15.2 and NR2F2 inh 2.8.
O=S1(=O)c2ccc(Br)cc2-n2nncc2CN1Cc1cccc(Cl)c1 was read as SRC2 inh -1.8 and NR2F2 inh 2.4.
For CCn1c(=N)c(S(=O)(=O)c2ccc(C)cc2)cc2c(=O)n3ccccc3nc21 the results were SRC2 inh -14.4 and NR2F2 inh 5.9.
`CCNc1nnc(-c2ccccc2OC)s1` gave SRC2 inh -26.9 and NR2F2 inh 1.1.
For c1ccc(Cn2cc(CCOCc3ccccn3)c3ccccc32)cc1 the results were SRC2 inh -13.8 and NR2F2 inh 3.5.
`C=CCN1[C@H](CC(C)C)COc2cc(F)ccc2S1(=O)=O` gave SRC2 inh 23.7 and NR2F2 inh -8.2.
`COC(=O)[C@H]1C[C@@]2(C#N)c3ccccc3N(C(=O)OC(C)(C)C)[C@H]2N1C(=O)OC(C)(C)C` gave SRC2 inh 0.2 and NR2F2 inh -1.1.

Part of the list above in order of SMILES length, highest first:
Screening COC(=O)[C@]12C[C@H](CC(=O)NCCc3ccccc3OC)C(=O)N(Cc3ccc4c(c3)OCO4)C1=C[C@H](C(C)C)O[C@@H]2C1CC1 returned SRC2 inh 13.3 and NR2F2 inh 0.3.
For CCn1c(=N)c(S(=O)(=O)c2ccc(C)cc2)cc2c(=O)n3ccccc3nc21 the results were SRC2 inh -14.4 and NR2F2 inh 5.9.
For O=C(CN1CCN(c2nc(-c3ccccc3)cs2)CC1)Nc1ccc(Cl)c(Cl)c1 the results were SRC2 inh 15.2 and NR2F2 inh 2.8.
For C=CS(=O)(=O)N(Cc1ccc(C)cc1)[C@@H](CO)C(=O)OC the results were SRC2 inh 43.1 and NR2F2 inh -9.6.
For O=C(NCCc1ccccn1)c1ccc2c(c1)ncn2C1CCCCC1 the results were SRC2 inh -31.4 and NR2F2 inh -26.6.

Carrying on:
Screening O=C(NCCN1CCC(Cc2ccccc2)CC1)C1CCCN(S(=O)(=O)c2cccs2)C1 (stereo not drawn) returned SRC2 inh 13.1 and NR2F2 inh 46.7*.
Screening COc1ccc2c(c1)[C@@]1(OCCC=C[C@H]1C)C(=O)N2Cc1ccc(Br)cc1 returned SRC2 inh 12.3 and NR2F2 inh 7.5.
For Cn1cc(C2(C)CCOc3ccccc32)c2ccccc21 (stereo not drawn) the results were SRC2 inh 13.9 and NR2F2 inh -20.9.
For O=S1(=O)c2ccccc2-c2c(nnn2CC2CCCCC2)CN1C1CC1 the results were SRC2 inh 14.2 and NR2F2 inh 3.6.
`N#Cc1[nH]nc2nc[nH]c(=O)c12` gave SRC2 inh -9.1 and NR2F2 inh 1.1.
For O=S1(=O)c2ccc(Br)cc2OC[C@@H](Cc2ccccc2)N1Cc1cn(CC2CCCCC2)nn1 the results were SRC2 inh -51.5 and NR2F2 inh -2.7.
Cc1ccc(CNC(=O)OC(C)(C)C)c(/C=C/S(=O)(=O)NCCc2ccccc2)c1 was read as SRC2 inh 27.3 and NR2F2 inh 32.8.
`O=C(NC1CCCCN(Cc2ccc(Cl)cc2)C1=O)c1cccc([N+](=O)[O-])c1` (stereo not drawn) gave SRC2 inh 0.8 and NR2F2 inh -5.3.
For COC(=O)C1=C(C)N(Cc2ccccc2C(F)(F)F)C(=NCc2cc(OC)c(OC)c(OC)c2)NC1c1cccc(C(F)(F)F)c1 (stereo not drawn) the results were SRC2 inh 8.0 and NR2F2 inh 15.4.
Screening COC(=O)C1=C(C)N(Cc2ccc(C(F)(F)F)cc2)C(=NCc2ccc(C(F)(F)F)cc2)NC1c1ccccc1 (stereo not drawn) returned SRC2 inh 5.5 and NR2F2 inh -5.3.
Screening CN(C)c1cccc(/C=C2\CC3(OC(=O)c4ccco4)CCCN2C3)c1 (stereo not drawn) returned SRC2 inh 23.0 and NR2F2 inh -13.7.
`O=C(N[C@H](Cc1ccccc1)C(=O)N1CCCN(Cc2cccs2)CC1)[C@H]1O[C@@H](n2ccc(=O)[nH]c2=O)[C@H](O)[C@@H]1O` gave SRC2 inh 16.8 and NR2F2 inh 14.2.
Screening O=C1NC(Cc2cnc[nH]2)C(=O)N2CCCC12 (stereo not drawn) returned SRC2 inh -20.9 and NR2F2 inh -5.4.
COC(=O)[C@@]1(Cc2ccc(OC)cc2)[C@H]2c3cc(C(=O)N4CCCC4)n(Cc4ccc(OC)c(OC)c4)c3C[C@H]2CN1C(=O)c1ccccc1 was read as SRC2 inh 10.1 and NR2F2 inh -6.0.
O=C(CN1CCC(NC(=O)NCc2ccccc2)CC1)Nc1ccc2c(c1)OCCO2 was read as SRC2 inh 4.6 and NR2F2 inh -8.8.
`CCOC(=O)N1CCN(C(=O)C[C@H]2C[C@@]3(C(=O)OC)C(=C[C@H](C(C)(C)C)O[C@@H]3C)N(CCc3ccc(OC)c(OC)c3)C2=O)CC1` gave SRC2 inh -1.0 and NR2F2 inh 0.7.

These rows are one share of the data, so the mix of outcomes need not match the whole.
